Screening data as filed in PubChem BioAssay.
TbMetRS inhib: Trypanosoma brucei MetRS inhibition; purified T. brucei MetRS, ATP depletion, Kinase-Glo luminescence; inhibition, % at 11.9 µM; 360,000 compounds, 0.4% hits;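 active = inhibition above a per-plate cutoff of the control wells' mean inhibition plus 3 SD, cut at about 5.5% in these data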;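 note: 0% = DMSO wells median and 100% = median of wells with control inhibitor compound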
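System: purified T. brucei MetRS enzyme / Detection: Kinase-Glo luciferase luminescence reporting remaining unconsumed ATP / Medium: HEPES buffer with MgCl2, KCl, DTT, spermine, BSA, pyrophosphatase / Replication: singlicate, one well per compound / Evaluation: percent inhibition relative to median high and low control wells / Schedule: 2 h aminoacylation at 25 °C after 15 min preincubation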
DNMT1 inh: blocks human DNA methyltransferase DNMT1; inhibition (reported as % activation of signal), % at 10 µM; 360,000 compounds, 0.83% hits; P26358; DNMT1 molecular beacon, Hinp1I cleavage, fluorescence; AID 588458; in the data active = inhibition above about 50%
Target sequence (P26358 504-1616 limits assumed): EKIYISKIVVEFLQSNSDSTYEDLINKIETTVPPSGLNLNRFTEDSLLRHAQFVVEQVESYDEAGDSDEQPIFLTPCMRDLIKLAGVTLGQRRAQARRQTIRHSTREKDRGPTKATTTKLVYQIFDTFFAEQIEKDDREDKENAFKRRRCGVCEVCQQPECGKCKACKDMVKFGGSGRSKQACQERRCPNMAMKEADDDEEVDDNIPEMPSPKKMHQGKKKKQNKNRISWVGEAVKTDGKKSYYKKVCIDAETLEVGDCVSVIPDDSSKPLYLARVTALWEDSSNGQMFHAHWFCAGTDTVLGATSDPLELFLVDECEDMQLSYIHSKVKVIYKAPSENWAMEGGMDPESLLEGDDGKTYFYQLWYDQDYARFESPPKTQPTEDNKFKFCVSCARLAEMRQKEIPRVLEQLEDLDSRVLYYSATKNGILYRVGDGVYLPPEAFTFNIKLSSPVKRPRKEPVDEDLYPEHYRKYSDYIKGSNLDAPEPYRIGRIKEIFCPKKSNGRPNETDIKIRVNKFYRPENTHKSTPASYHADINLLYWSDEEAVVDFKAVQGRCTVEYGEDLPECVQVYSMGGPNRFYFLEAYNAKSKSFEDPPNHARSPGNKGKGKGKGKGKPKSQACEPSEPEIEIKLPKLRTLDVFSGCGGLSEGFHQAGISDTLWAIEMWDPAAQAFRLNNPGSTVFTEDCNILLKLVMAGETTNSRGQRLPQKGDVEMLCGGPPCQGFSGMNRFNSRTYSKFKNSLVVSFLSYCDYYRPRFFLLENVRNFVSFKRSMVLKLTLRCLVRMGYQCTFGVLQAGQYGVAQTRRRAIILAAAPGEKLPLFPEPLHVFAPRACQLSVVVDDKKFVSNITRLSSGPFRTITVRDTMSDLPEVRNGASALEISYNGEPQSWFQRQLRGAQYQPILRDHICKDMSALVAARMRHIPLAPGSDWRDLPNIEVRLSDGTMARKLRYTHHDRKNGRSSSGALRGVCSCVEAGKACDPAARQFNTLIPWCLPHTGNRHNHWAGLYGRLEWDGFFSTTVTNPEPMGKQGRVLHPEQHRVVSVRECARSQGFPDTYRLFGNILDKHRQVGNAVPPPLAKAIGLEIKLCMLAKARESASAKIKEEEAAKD
SUMO1 PPI mod: SUMO1-SIM interaction modulation | SUMO1 binding to a labelled peptide, TR-FRET, 1 h | 360,000 compounds, 0.33% hits | inhibition, % at 20 µM | AID 602429; in the data active = inhibition above about 37%
STEP block: inhibitors of human striatal-enriched phosphatase STEP | recombinant STEP, OMFP fluorogenic substrate, fluorescence | inhibition, % at 20 µM | 360,000 compounds, 0.25% hits;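 active = inhibition at 20 µM, scaled per plate between control wells, above about 37%, limit read from the data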;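 note: 0% = DMSO with enzyme and substrate and 100% = substrate only without enzyme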
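Material: STEP (striatal-enriched tyrosine phosphatase) enzyme, cell-free | Medium: 50 mM Bis-Tris pH 6.0 with 2.5 mM DTT and 0.005% Tween 20 | Read-out: Percent inhibition scaled to no-enzyme and uninhibited-enzyme controls, plate-pattern corrected | Signal: Fluorescence read at 480 nm ex / 540 nm em | Times: 20 min reaction, room temperature, in the dark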
MLLE-PAM2 inh: inhibitors of microRNA-mediated deadenylation, human PABP1 MLLE binding. P11940. GST-MLLE / FITC-PAM2 fluorescence polarization. inhibition, % at 20 µM. 360,000 compounds, 0.36% hits; in the data active = inhibition above about 35%, passing the limit was not always enough;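 note: plate controls were DMSO wells with GST-MLLE for no effect and wells lacking GST-MLLE protein for full effect; some results filed as inactive read as strong as hits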
CSN deneddyl inh: inhibitors of human CSN-mediated cullin deneddylation | Purified CSN, SCF-Nedd8-OG deneddylation, fluorescence polarization | inhibition, % at 12.5 µM | AID 651999 | 360,000 compounds, 0.38% hits;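 active = pattern-corrected inhibition above about 35%, with an unprinted fluorescence ratio check between 0.5 and 1.5, limit read from the data, passing the limit was not always enough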;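 note: 0% = enzyme with substrate and 100% = substrate without enzyme; some results filed as inactive read as strong as hits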
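Material: purified human Csn5 enzyme expressed in HEK293T cells / Medium: Tris buffer pH 7.5, NaCl, DTT, Tween-20, trehalose, ovalbumin / Compound dosing: 12.5 µM single point / Schedule: 90 min incubation of compound, enzyme and substrate at room temperature / Signal: fluorescence polarization of the substrate / Control set: no-enzyme wells high, enzyme-with-substrate wells low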
Rpn11 inh: Rpn11 (human) deubiquitinase inhibition; 360,000 compounds, 0.59% hits; human 26S proteasome, Ub4-pepOG fluorescence polarization; 20S core pre-blocked with epoxomicin; AID 588493; calls only at 20 µM;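 active = inhibition at 20 µM, scaled to each plate's controls, above about 33%, limit read from the data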
Scp1 inh: Scp-1 (human) phosphatase inhibition; Recombinant Scp1, phosphopeptide, malachite green phosphate absorbance; AID 493091; 340,000 compounds, 0.88% hits; inhibition, % at 20 µM; Q9GZU7;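 active = inhibition above about 50% at 20 µM, limit read from the data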;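 note: plate controls were DMSO wells with enzyme for no effect and wells lacking enzyme for full effect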
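Assay system: SCP-1 catalytic fragment, aa 76-261 | Buffer or medium: Tris acetate buffer pH 5.5 with MgCl2 and Tween-20 | Compound: One concentration, 20 µM, with 1.0% DMSO | Also added: Phospho 17-mer peptide substrate | Signal: Absorbance at 630 nm | Incubation: 45 min enzyme reaction at room temperature | Measure: % inhibition of SCP-1 phosphate liberation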
LMPTP block: blocks human LMPTP phosphatase; 360,000 compounds, 0.22% hits; P24666; recombinant LMPTP-A, OMFP fluorogenic substrate, fluorescence intensity; inhibition, % at 20 µM;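 active = compounds that cut the enzyme signal by at least half of the control window in the single-dose screen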;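 note: plate controls were DMSO wells with enzyme plus substrate for no effect and substrate without enzyme for full effect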
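test system = LMPTP-A | amount = 0.625 nM LMPTP-A final | reagent = fluorogenic phosphatase substrate OMFP at 400 µM final | incubation = 50 min at room temperature | benchmarks = no-enzyme low control, uninhibited high control | medium = Bis-Tris pH 6.0, DTT, detergent | signal = fluorescence intensity of OMFP turnover product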
NadD block: blocks S. aureus nicotinate mononucleotide adenylyltransferase; purified NadD enzyme, colorimetric absorbance read-out; inhibition, % at 20 µM; 360,000 compounds, 0.78% hits; AID 602399; in the data active = inhibition above about 26%; note: some compounds past the cut are filed as inactive
* hit, by the source's call; i = inactive; · = not tested or not shown; + = active, no number.

1. COC(=O)c1sc2nc(CSc3ccc(Br)cc3)[nH]c(=O)c2c1C
2. Nc1ccn([C@@H]2O[C@H](CNC(=O)[C@H]3CCC(=O)N3)[C@@H](O)[C@H]2O)c(=O)n1
3. COc1ccc2c(CC(=O)Nc3ccccc3OC)coc2c1
4. O=C(O)c1cccc(-c2ccc(/C=C3/SC(=Nc4ccccc4)N(Cc4cccnc4)C3=O)o2)c1
5. CC(=O)OCCn1c([N+](=O)[O-])cnc1C=[N+]([O-])C1CCCCC1
6. CC(O)c1cccc(-c2ccc(CN3C[C@]4(CO)O[C@@H](CO)C[C@@H]4S3(=O)=O)cc2)c1 (stereo partly drawn)

entry no.	1	2	3	4	5	6
TbMetRS inhib	-0.2	-1.0	-0.6	-1.6	0.1	0.5
DNMT1 inh	-2	5	-4	23	-1	3
SUMO1 PPI mod	-9	1	-1	82*	-35	4
STEP block	1	0	-1	11	-2	3
MLLE-PAM2 inh	-39	8	3	-10	-6	-6
CSN deneddyl inh	5	6	5	22	2	2
Rpn11 inh	+	i	i	i	i	i
Scp1 inh	-8	·	-29	73*	·	-4
LMPTP block	2.0	-1.0	-0.4	0.7	-1.7	-1.7
NadD block	3	5	1	32*	-3	-5

7. COc1ccc(C2c3cc(OC)c(OC)cc3CCN2C(=O)c2ccccc2Br)cc1OC (stereo not drawn)
8. Cc1oc(-c2ccc(Cl)cc2)nc1CN1CCCC(C(=O)NCc2ccccn2)C1 (stereo not drawn)
9. COc1cc(CN2CCC(C(=O)N3CCC(C)CC3)CC2)cc(Br)c1O
10. COC(=O)c1ccccc1NC(=O)c1sc(Cl)nc1C
11. COc1cc(C(=S)N2CCOCC2)cc(OC)c1OC(=O)c1cc([N+](=O)[O-])cc([N+](=O)[O-])c1
12. CC(=O)c1ccc(Nc2nc(C(N)C(C)C)cs2)cc1 (stereo not drawn)

entry no.	7	8	9	10	11	12
TbMetRS inhib	-1.4	-0.2	0.1	-0.1	-0.7	0.2
DNMT1 inh	2	-2	-2	0	-1	-7
SUMO1 PPI mod	4	-2	2	2	-28	-3
STEP block	0	-7	2	1	0	1
MLLE-PAM2 inh	4	-1	12	-8	29	-5
CSN deneddyl inh	-3	0	1	-3	2	-2
Rpn11 inh	i	i	i	i	i	i
Scp1 inh	-2	-4	0	-2	-7	·
LMPTP block	-0.2	0.0	-10	1.1	-0.1	-1.0
NadD block	0	-4	9	1	9	-6

13. O=C(COc1ccc(Cl)cc1)NCc1nnc(SCC(=O)N2CCCCCC2)o1
14. Cc1ccc(S(=O)(=O)N2CCN(C(=O)c3ccco3)CC2)c(C)c1
15. Cc1cc(C(=O)CN2C(=O)NC3(CCC(C)CC3)C2=O)c(C)n1C (stereo not drawn)
16. CCOC(=O)/C(=N\Nc1ncnc2ccccc12)c1ccc(C)cc1
17. CCN1CCc2c(sc(N)c2C#N)C1
18. CCOc1cccc(N(C(=O)c2ccco2)C(C(=O)NC2CCCC2)c2cccnc2)c1 (stereo not drawn)

entry no.	13	14	15	16	17	18
TbMetRS inhib	-0.7	-1.3	0.0	-0.3	-0.9	-0.2
DNMT1 inh	3	1	-3	-1	-10	3
SUMO1 PPI mod	0	4	-2	-31	-4	7
STEP block	-2	-3	3	0	3	-3
MLLE-PAM2 inh	-4	2	-10	12	12	10
CSN deneddyl inh	-2	3	5	1	3	4
Rpn11 inh	i	i	i	i	i	i
Scp1 inh	-4	-3	-9	7	-9	-8
LMPTP block	-1.5	0.1	-0.9	3.5	2.4	-0.5
NadD block	4	-4	-4	2	8	1

19. Cc1ccc(CS(=O)(=O)CCC(=O)NCCCN2CCCC2=O)cc1
20. CCN(CC(=O)Nc1ccc(NC(C)=O)cc1)C(=O)Cc1c(Cl)cccc1Cl
21. Cc1ccc(NC(=O)c2cc(=O)c3ccccc3o2)c(C)c1
22. CCOC(=O)CSC1=C(C#N)C(c2ccc(C)s2)CC(=O)N1 (stereo not drawn)
23. C=CCN(CC=C)C(=S)NC(=O)c1ccc([N+](=O)[O-])cc1
24. Cc1cccc(Nc2c([N+](=O)[O-])c(=O)n(C)c3ccccc23)c1

entry no.	19	20	21	22	23	24
TbMetRS inhib	0.8	-0.2	-0.2	-0.5	-0.3	0.0
DNMT1 inh	3	2	3	2	-1	-3
SUMO1 PPI mod	2	0	-8	2	-15	2
STEP block	-3	-2	-5	1	-1	-2
MLLE-PAM2 inh	5	13	9	-3	22	3
CSN deneddyl inh	5	-2	-12	-3	-11	-2
Rpn11 inh	i	i	i	i	i	i
Scp1 inh	1	2	-6	-1	-7	-5
LMPTP block	-2.7	0.9	-0.2	-0.6	-1.3	0.2
NadD block	-7	-7	-3	-5	7	0

For convenience, three of the compounds above.
22. CCOC(=O)CSC1=C(C#N)C(c2ccc(C)s2)CC(=O)N1 (stereo not drawn)
23. C=CCN(CC=C)C(=S)NC(=O)c1ccc([N+](=O)[O-])cc1
24. Cc1cccc(Nc2c([N+](=O)[O-])c(=O)n(C)c3ccccc23)c1

entry no.	22	23	24
TbMetRS inhib	-0.5	-0.3	0.0
DNMT1 inh	2	-1	-3
SUMO1 PPI mod	2	-15	2
STEP block	1	-1	-2
MLLE-PAM2 inh	-3	22	3
CSN deneddyl inh	-3	-11	-2
Rpn11 inh	i	i	i
Scp1 inh	-1	-7	-5
LMPTP block	-0.6	-1.3	0.2
NadD block	-5	7	0

The listing continues:
25. CCOCC(=O)N1CCN(c2ccc(F)cc2)CC1
26. Clc1ccc(OCc2nnc(-c3ccccc3Br)o2)c(Cl)c1
27. O=C(c1ccc2c(c1)OCO2)N(CC1CCCO1)C1(C(=O)NC2CCCC2)CCCCC1 (stereo not drawn)
28. O=C(OCC(=O)N1CCc2ccccc21)c1nc(Cl)ccc1Cl
29. O=C(Nc1cccc(-c2nnco2)c1)c1cccs1
30. CCOC(=O)C1(CCOc2ccccc2)CCN(Cc2cnc(C)[nH]2)CC1

entry no.	25	26	27	28	29	30
TbMetRS inhib	1.4	-0.4	-0.8	-0.7	-1.3	-1.2
DNMT1 inh	3	-9	3	-3	6	0
SUMO1 PPI mod	-1	2	-1	7	-3	3
STEP block	-1	-2	-1	1	-1	0
MLLE-PAM2 inh	-6	5	0	-6	4	11
CSN deneddyl inh	-3	2	2	2	-3	-7
Rpn11 inh	i	i	i	i	i	i
Scp1 inh	3	-10	-5	-12	-16	1
LMPTP block	-0.5	3.3	-0.9	-0.6	-1.1	-0.5
NadD block	0	-8	3	-6	0	-6

31. Cc1c(Cc2ccccc2)c(=O)oc2cc(OCC(=O)N3CCC(C(N)=O)CC3)ccc12
32. CC(=O)NC(CC(=O)NCC(c1ccco1)N(C)C)c1ccccc1 (stereo not drawn)
33. COc1cccc(N2CC(C(=O)Oc3ccc4ccccc4c3)CC2=O)c1 (stereo not drawn)
34. CCNC(=O)NC(=O)C(C)Sc1nc2cc(C(=O)OC)ccc2c(=O)n1-c1ccccc1 (stereo not drawn)
35. CCCC(=O)Nc1c(-c2cccs2)c(=O)c2ccccc2n1C
36. CCN1CCN(S(=O)(=O)c2ccc(Cl)c(C(=O)NCCc3ccccc3)c2)CC1

entry no.	31	32	33	34	35	36
TbMetRS inhib	-0.1	-1.2	-0.5	-0.5	-0.5	-0.1
DNMT1 inh	-4	-3	3	1	6	-14
SUMO1 PPI mod	-4	0	2	-3	-6	-82
STEP block	-3	-8	0	-3	0	-2
MLLE-PAM2 inh	19	-14	-3	18	9	13
CSN deneddyl inh	-6	-2	0	-5	-3	-3
Rpn11 inh	i	i	i	i	i	i
Scp1 inh	1	-8	-9	-78	-6	-9
LMPTP block	-0.7	-0.9	1.6	-0.1	-0.8	-9.5
NadD block	2	2	-2	-1	-1	-1

37. Cc1ccc(-c2[nH]nc3c2C(c2cccnc2)C(C#N)=C(N)O3)cc1 (stereo not drawn)
38. CC[C@]12c3[nH]c4ccc(Cl)cc4c3CCN1C(=O)[C@@H](CC(=O)NCCCN(C)C)C[C@@H]2C(=O)N1CCN(C(=O)c2ccco2)CC1
39. CCOC(=O)C1=CN(Cc2cccc(Br)c2)S(=O)(=O)N(CC)C1C (stereo not drawn)
40. CCCN1C(=O)c2cc(C(=O)NCc3ccc(OC)cc3)ccc2C1O (stereo not drawn)
41. CCc1c(-c2ccc(Br)cc2)ncn1Cc1cccc(-c2ccccc2)c1
42. Cc1cc(C)cc(NC(=O)COc2ccc(C(=S)N3CCOCC3)cc2)c1

entry no.	37	38	39	40	41	42
TbMetRS inhib	0.2	-1.4	0.5	0.3	-0.4	-0.7
DNMT1 inh	-10	3	4	-2	·	1
SUMO1 PPI mod	-1	1	10	-4	1	0
STEP block	-5	-5	1	2	·	6
MLLE-PAM2 inh	-9	-5	-5	-4	·	2
CSN deneddyl inh	1	-5	-3	-2	8	-5
Rpn11 inh	i	i	i	i	·	i
Scp1 inh	-4	15	12	-3	·	-3
LMPTP block	-2.5	-7.0	3.1	-1.2	6.9	0.3
NadD block	2	-2	5	-2	·	-2

43. CC(Sc1ccccc1)C(=O)NNC(=O)c1ccncc1 (stereo not drawn)
44. Cc1ccc(NS(=O)(=O)c2ccc3c(c2)OCCCO3)cc1S(=O)(=O)N1CCOCC1
45. O=C(CNC(=O)c1ccccc1F)Nc1ccccc1C(F)(F)F
46. CCn1c(SCC(=O)NC(=O)NCc2ccco2)nc2sc(C)c(C)c2c1=O

entry no.	43	44	45	46
TbMetRS inhib	-0.6	-0.1	-1.0	0.0
DNMT1 inh	-1	-1	5	78*
SUMO1 PPI mod	2	1	9	50*
STEP block	3	1	-3	4
MLLE-PAM2 inh	11	-2	-10	-22
CSN deneddyl inh	3	2	2	31
Rpn11 inh	i	i	i	i
Scp1 inh	1	-6	-5	44
LMPTP block	-0.6	1.0	-0.2	30
NadD block	-3	-6	-2	12

Quoted at random: 2 compounds from above.
45. O=C(CNC(=O)c1ccccc1F)Nc1ccccc1C(F)(F)F
43. CC(Sc1ccccc1)C(=O)NNC(=O)c1ccncc1 (stereo not drawn)

entry no.	45	43
TbMetRS inhib	-1.0	-0.6
DNMT1 inh	5	-1
SUMO1 PPI mod	9	2
STEP block	-3	3
MLLE-PAM2 inh	-10	11
CSN deneddyl inh	2	3
Rpn11 inh	i	i
Scp1 inh	-5	1
LMPTP block	-0.2	-0.6
NadD block	-2	-3
